# HUVEC prolif 384: inhibitors of human endothelial cell proliferation | HUVEC proliferation, CellTiter-Glo luminescence, 72 h; hits give low values | AID 648 | 1.1% of 86,000 active | viability, % at 10 µM (by protocol);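 active means viability at or below 30%; inactive means viability above 30%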;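 further: 100% = median luminescence of DMSO-only cell control wells on each plate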
# CD11b adhes inh: blocks human CD11b/CD18 adhesion to fibrinogen | P05107+P11215 | AID 1497 | inhibition, % at 10 µM | 0.54% of 93,000 active | K562 CD11b/CD18 adhesion to fibrinogen, ATPlite luminescence; Mn2+ added to activate the integrin;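 active means primary inhibition of 50% or more at 10 µM, then 40% or more on retest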; further: some results filed as inactive read as strong as hits
# CYP2C19 inh: blocks human cytochrome P450 2C19; CYP2C19 Supersomes, luciferin-H EGE luminescence, 30 min; AID 778; 21% of 96,000 active; inhibition, % at 5 µM;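 active means CYP2C19 inhibition above a set limit at 5 µM in the primary screen, cut at about 50% in these data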;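 further: plate controls were negative control wells for no effect and 2.5 mM tranylcypromine positive control for full effect; values of inactives mirror those of a sister screen read the other way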
# Mac1 fbg enh: CD11b/CD18-fibrinogen binding enhancement; P05107+P11215; K562 CD11b/CD18 adhesion to fibrinogen, ATPlite luminescence; activation, % at 10 µM; 0.07% of 93,000 active;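 active means 10 µM primary screen giving 50% or more activity, confirmed by 40% or more on retest at that dose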; further: strong numbers were not always called active
# CYP2C19 activ: activators of human cytochrome P450 2C19 | recombinant CYP2C19, luciferin-H EGE luminescence; hits give high values; 0 = fully inhibited enzyme, 1 = untreated enzyme | P33261 | 96,000 tested, under 10 active | activation factor at 5 µM;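 active means activation factor of at least 2 at 5 µM in the primary screen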;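 further: 0 = wells with 2.5 mM tranylcypromine and 1 = vehicle-only wells; values of inactives mirror those of a sister screen read the other way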
# ERa SRC1 inh: blocks coactivator binding to human estrogen receptor alpha. P03372. TR-FRET ER-alpha LBD / SRC-1 peptide, estradiol-bound. inhibition, % at 25.6 µM. 1.7% of 86,000 active. AID 629; in the data active means inhibition above about 50%;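 further: 0% = receptor plus peptide control and 100% = peptide only without receptor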
# Target sequence (P03372 whole entry, looked up, the tested form may be a part): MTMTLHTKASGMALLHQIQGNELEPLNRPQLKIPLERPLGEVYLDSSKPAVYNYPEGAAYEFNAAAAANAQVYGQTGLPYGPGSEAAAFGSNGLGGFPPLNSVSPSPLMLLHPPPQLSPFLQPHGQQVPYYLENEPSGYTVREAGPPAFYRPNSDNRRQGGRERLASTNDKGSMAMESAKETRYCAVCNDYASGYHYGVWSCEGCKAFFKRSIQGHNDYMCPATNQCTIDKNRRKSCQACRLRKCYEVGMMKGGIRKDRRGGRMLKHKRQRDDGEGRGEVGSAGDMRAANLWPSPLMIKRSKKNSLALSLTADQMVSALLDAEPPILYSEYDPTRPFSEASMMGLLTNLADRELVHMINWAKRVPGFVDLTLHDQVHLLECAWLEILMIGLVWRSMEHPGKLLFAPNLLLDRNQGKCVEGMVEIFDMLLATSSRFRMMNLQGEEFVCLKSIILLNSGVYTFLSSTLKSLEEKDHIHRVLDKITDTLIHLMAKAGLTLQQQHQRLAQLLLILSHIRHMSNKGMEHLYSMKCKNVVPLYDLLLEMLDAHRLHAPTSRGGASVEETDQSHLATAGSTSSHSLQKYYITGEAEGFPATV
# Fibroblast inh: blocks proliferation of human lung fibroblasts; LL 47 human lung fibroblast viability, ATP luminescence; hits give low values; viability, % at 10 µM; 1.1% of 85,000 active;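 active means viability at or below 50% in the single dose screen; inactive means viability above 50%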;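 further: compound exposure lasted 72 h before the ATP readout; 100% = median luminescence of untreated cell-only wells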
#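 Material: Human LL 47 lung fibroblast cells | Input: 1,150 cells/well | Buffer or medium: IMEM plus 15% FBS | Compound dosing: 0.1% DMSO in all compound wells | Times: Overnight cell rest, 72 h compound treatment at 37 °C | Signal: CellTiter-Glo luminescence measuring cellular ATP | Measure: % viability versus median cells-only luminescence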
# H69AR inhibit: growth inhibitors of human H69AR lung tumor cells. H69AR lung tumor viability, ATP luminescence, 72 h; hits give low values. viability, % at 10 µM. 6% of 85,000 active. AID 598;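 active means viability at or below 40%; inactive means viability above 40%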;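 further: multidrug resistant small cell line overexpressing MRP-1 efflux transporter; 100% = mean luminescence of untreated control wells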
# ERa coact pot: ER-alpha (human) coactivator binding potentiation | TR-FRET ERalpha-LBD/SRC-Cy5 coactivator binding, 2 h; 100 = basal binding, no effect | coactivator binding (% of control), % at 25.6 µM | 1.3% of 86,000 active | AID 639; in the data active means activity above about 200%;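 further: binding measured in presence of low estradiol as agonist stimulus; 0% = peptide alone without receptor and 100% = receptor with peptide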
# An asterisk follows results filed as active; · = not tested or not shown; [ ] = another dose, or the depositor's remark. These rows are one share of the data (hit frequency here may not be typical).
SMILES,HUVEC prolif 384,CD11b adhes inh,CYP2C19 inh,Mac1 fbg enh,CYP2C19 activ,ERa SRC1 inh,Fibroblast inh,H69AR inhibit,ERa coact pot
CC(=O)OC1N=C(c2ccccc2)c2cc(Br)ccc2NC1=O (centres undefined),105.9,·,9.8,·,0.9,-2.8,101.3,92.6,94.7
OC1(CN2CCOCC2)C2CC3CC(C2)CC1C3 (centres undefined),92.7,-21.0,4.3,-1.2,1,8.2,103.7,89.3,120.4
CC(C)CCC1(CCc2ccncc2)C(=O)NC(=O)NC1=O,106.5,·,·,·,·,1.6,104.4,91.0,114.5
CN(C)c1ccc(P(=S)(N(C)C)N(C)C)cc1,107.9,18.7,95.4*,-0.2,0,8.7[fluorescence artefact?],94.8,92.1,99.8
COCCOC(=O)c1c(C)n(C)c2ccc(OC(=O)N(C)C)cc12,94.4,-6.3,27.0,-2.0,0.7,-5.3,97.4,70.9,116.0
O=C(c1cccn2c(=O)c3ccccc3nc12)N1CCC2(CC1)OCCO2,94.0,11.7,11.0,-2.1,0.9,-0.8,95.5,99.6,115.2[fluorescence artefact?]
CC(=O)c1ccccc1NC(=O)C1C2CCC(O2)C1C(=O)O (centres undefined),52.2,12.5,33.8,-2.0,0.7,-7.8,84.9,40.3,144.5
CC(N)C(=O)c1ccco1 (centres undefined),103.7,-17.8,1.1,-2.4,1,4.3,93.6,84.6,102.9
O=C(c1ccccc1F)c1cn(CC(=O)N2CCCC2)c2ccccc12,97.8,23.9,34.7,-2.1,0.7,-5.2,97.9,63.9,108.9
CCCCn1c(=O)c(C(=O)Nc2ccccc2S(N)(=O)=O)c(O)c2ccccc21,74.4,-11.2,-3.0,1.7,1,13.2[fluorescence artefact?],103.5,23.1*,148.7[fluorescence artefact?]
COc1ccc(-c2nc(CS(=O)CC(=O)N3CCC4(CC3)OCCO4)c(C)o2)cc1 (centres undefined),92.5,·,13.3,·,0.9,-0.1[fluorescence artefact?],109.2,92.7,102.5
O=C(C1CCN(S(=O)(=O)c2ccccc2)CC1)N1CCC2(CC1)OCCO2,101.5,-13.8,5.5,-4.5,0.9,2.1,95.8,91.6,108.6

# Part of the list above, reformatted:
Molecule	HUVEC prolif 384	CD11b adhes inh	CYP2C19 inh	Mac1 fbg enh	CYP2C19 activ	ERa SRC1 inh	Fibroblast inh	H69AR inhibit	ERa coact pot
CC(C)CCC1(CCc2ccncc2)C(=O)NC(=O)NC1=O	106.5	·	·	·	·	1.6	104.4	91.0	114.5
CCCCn1c(=O)c(C(=O)Nc2ccccc2S(N)(=O)=O)c(O)c2ccccc21	74.4	-11.2	-3.0	1.7	1	13.2[fluorescence artefact?]	103.5	23.1*	148.7[fluorescence artefact?]

# The listing continues:
SMILES,HUVEC prolif 384,CD11b adhes inh,CYP2C19 inh,Mac1 fbg enh,CYP2C19 activ,ERa SRC1 inh,Fibroblast inh,H69AR inhibit,ERa coact pot
C[N+]12CCC(CC1)C(C#N)(N1CCOCC1)C2 (centres undefined),104.3,-4.5,2.1,3.5,1,-4.5,101.5,88.8,94.8[fluorescence artefact?]
CCOC(=O)CNC(=O)CSP(=S)(OCC)OCC,·,-6.2,96.4*,0.2,0,·,·,·,·
CCCCc1ccc2[nH]cc(CCN)c2c1,84.5,-12.9,34.5,-1.0,0.7,-5.6,83.5,14.3*,119.3
Nc1c(C(=O)NCCc2ccccc2)c2nc3ccccc3nc2n1CCN1CCOCC1,55.1,13.0,67.2*,12.6,0.3,-31.7[fluorescence artefact?],91.7,1.6*,102.7[fluorescence artefact?]
O=CC(Cl)P(=O)(N1CCCCC1)N1CCCCC1 (centres undefined),104.2,-7.6,-4.6,-4.5,1,-0.3,96.7,92.3,98.6[fluorescence artefact?]
CCOCCCNC(=O)CN1C2CCC1CC(O)(c1ccc(OC)cc1)C2 (centres undefined),107.6,-17.7,2.0,0.1,1,-7.1[fluorescence artefact?],109.7,93.8,107.1
COc1ccccc1-n1c(-c2ccoc2)nc2ccccc2c1=O,·,1.2,29.9,-3.5,0.7,·,·,·,·
CC(=NCCCO)c1c(O)n(Cc2ccccc2)c(=O)[nH]c1=O,100.0,·,·,·,·,-10.0,97.8,95.8,114.0
CCCC(C)C(=O)NC1CCSC1=O (centres undefined),107.3,-2.9,0.2,-0.3,1,1.0,105.7,92.5,111.1[fluorescence artefact?]
CSc1ncc(/C=C2/C(=O)NC(=O)N(C)C2=O)cn1,·,-16.6,0.4,-5.0,1,·,·,·,·
OC(COCc1ccc(Cl)cc1)CN1CC=C(c2ccccc2)CC1 (centres undefined),101.9,1.7,32.4,-2.5,0.7,3.1,·,102.6,101.6
CCOc1ccc(-c2cc(C(=O)N3CCC4(CC3)OCCO4)c3ccccc3n2)cc1,74.5,·,·,·,·,-42.3,95.5,82.8,100.6
CN1CCN(CCC(=O)OC2CC3CCC(C2)N3C)CC1 (centres undefined),100.0,·,·,·,·,15.7,115.0,95.7,158.5
Cc1ccc(P(=S)(c2ccc(C)o2)N2CCOCC2)o1,95.7,1.6,36.5,2.9,0.6,6.5[fluorescence artefact?],100.4,85.4,100.1
Oc1cccc(/C=N/NP(=S)(c2ccccc2)c2ccccc2)c1,·,10.9,93.8*,-3.3,0.1,·,·,·,·
CC12CNCC(C)(CNC1)C2O (centres undefined),98.3,-13.6,-21.0,-2.2,1.2,9.1[fluorescence artefact?],94.3,106.0,115.0[fluorescence artefact?]
O=c1c2ccccc2nc(-c2ccco2)n1-c1ccc(Br)cn1,99.9,-1.7,-3.5,-3.4,1,1.8,105.0,88.3,104.1
C=CCN(c1ccc(C(=O)N(CC)CC)cc1)S(C)(=O)=O,104.9,·,·,·,·,10.2,104.0,91.6,107.9
CC(=O)Nc1ccc(OC(=O)c2ccccc2N)cc1,110.0,-2.0,-4.8,0.1,1,0.4,105.9,95.2,90.1
CCC(=NCCOc1ccc(Cl)cc1)c1c(O)n(C)c(=O)n(C)c1=O,88.5,94.3,15.0,-10.8,0.8,-10.9,103.5,84.8,84.3
CC12CN3CC(C)(CN(C1)C3c1cccs1)C2 (centres undefined),96.8,-6.1,7.6,-0.8,0.9,8.7,102.2,92.7,69.0
CCN1c2nc3c(C)cccn3c(=O)c2CC2(C(=O)N(C)C(=O)N(C)C2=O)C1C (centres undefined),97.6,·,-11.5,·,1.1,-6.0,101.1,98.6,109.6
O=C(c1cccs1)C1CN2CCC1CC2 (centres undefined),99.8,-6.6,19.2,0.0,0.8,-6.3,97.9,93.7,103.6
CCC1(CC)C(=O)NC(=NCCc2c[nH]c3ccccc23)NC1=O,83.0,-3.5,10.3,-6.4,0.9,-7.0,93.0,99.9,127.5

# An excerpt of these results, tab-delimited:
canonical_smiles	HUVEC prolif 384	CD11b adhes inh	CYP2C19 inh	Mac1 fbg enh	CYP2C19 activ	ERa SRC1 inh	Fibroblast inh	H69AR inhibit	ERa coact pot
COc1ccccc1-n1c(-c2ccoc2)nc2ccccc2c1=O	·	1.2	29.9	-3.5	0.7	·	·	·	·
CC(=NCCCO)c1c(O)n(Cc2ccccc2)c(=O)[nH]c1=O	100.0	·	·	·	·	-10.0	97.8	95.8	114.0
CCCC(C)C(=O)NC1CCSC1=O (centres undefined)	107.3	-2.9	0.2	-0.3	1	1.0	105.7	92.5	111.1[fluorescence artefact?]
CSc1ncc(/C=C2/C(=O)NC(=O)N(C)C2=O)cn1	·	-16.6	0.4	-5.0	1	·	·	·	·
OC(COCc1ccc(Cl)cc1)CN1CC=C(c2ccccc2)CC1 (centres undefined)	101.9	1.7	32.4	-2.5	0.7	3.1	·	102.6	101.6
CCOc1ccc(-c2cc(C(=O)N3CCC4(CC3)OCCO4)c3ccccc3n2)cc1	74.5	·	·	·	·	-42.3	95.5	82.8	100.6
CN1CCN(CCC(=O)OC2CC3CCC(C2)N3C)CC1 (centres undefined)	100.0	·	·	·	·	15.7	115.0	95.7	158.5
Cc1ccc(P(=S)(c2ccc(C)o2)N2CCOCC2)o1	95.7	1.6	36.5	2.9	0.6	6.5[fluorescence artefact?]	100.4	85.4	100.1
Oc1cccc(/C=N/NP(=S)(c2ccccc2)c2ccccc2)c1	·	10.9	93.8*	-3.3	0.1	·	·	·	·
CC12CNCC(C)(CNC1)C2O (centres undefined)	98.3	-13.6	-21.0	-2.2	1.2	9.1[fluorescence artefact?]	94.3	106.0	115.0[fluorescence artefact?]
O=c1c2ccccc2nc(-c2ccco2)n1-c1ccc(Br)cn1	99.9	-1.7	-3.5	-3.4	1	1.8	105.0	88.3	104.1
C=CCN(c1ccc(C(=O)N(CC)CC)cc1)S(C)(=O)=O	104.9	·	·	·	·	10.2	104.0	91.6	107.9
CC(=O)Nc1ccc(OC(=O)c2ccccc2N)cc1	110.0	-2.0	-4.8	0.1	1	0.4	105.9	95.2	90.1
CCC(=NCCOc1ccc(Cl)cc1)c1c(O)n(C)c(=O)n(C)c1=O	88.5	94.3	15.0	-10.8	0.8	-10.9	103.5	84.8	84.3
CC12CN3CC(C)(CN(C1)C3c1cccs1)C2 (centres undefined)	96.8	-6.1	7.6	-0.8	0.9	8.7	102.2	92.7	69.0

# Other structures
SMILES,HUVEC prolif 384,CD11b adhes inh,CYP2C19 inh,Mac1 fbg enh,CYP2C19 activ,ERa SRC1 inh,Fibroblast inh,H69AR inhibit,ERa coact pot
CCC1CN(C)CCC1(OC(C)=O)c1ccccc1 (centres undefined),93.8,·,·,·,·,-4.1,100.8,93.5,116.7
CC12CN3CC(C)(CN(C1)P3(=O)Oc1ccccc1)C2=O (centres undefined),94.5,24.3,12.9,-3.5,0.9,1.6,107.9,98.4,114.8
CCN(CC)CCCN=Cc1c(O)n(-c2ccccc2F)c(=O)[nH]c1=O,94.3,-1.7,-6.6,-1.8,1.1,-3.0,101.2,100.8,121.0
CCC(=NCCO)c1c(O)n(-c2ccc(Cl)cc2)c(=O)[nH]c1=O,80.6,1.3,3.5,-0.7,1,-18.1,89.2,83.3,110.8
Cc1ccc(N(C)C(=O)Oc2cccc3ccc(C)nc23)cc1,96.5,-19.2,55.4*,0.7,0.4,-8.2,94.0,90.0,109.5
COc1ccc2c(c1OC)C(=O)OC2c1c(O)n(Cc2ccc(F)cc2)c(=O)[nH]c1=O (centres undefined),92.2,-25.9,0.2,0.7,1,-17.0,92.5,105.3,132.8
CCN1CCC2(CC1)NC(CO)(CO)CO2,115.3,-1.4,11.7,2.5,0.9,-6.8,101.4,91.9,116.5
Cc1c(C(=O)N2CCC3(CC2)OCCO3)oc2ccc(S(=O)(=O)N3CCOCC3)cc12,101.7,-30.3,-7.4,-2.3,1.1,3.3[fluorescence artefact?],103.4,98.8,108.2

# Bioassay records: PubChem BioAssay, several laboratories
